Assay outcomes as filed in PubChem.
ATXN2 expr inh: reduces ATXN2 reporter expression in HEK-293 cells; HEK-293 ATXN2-luciferase reporter, luminescence, 24 h; Potency, µM (titrated, usually from 57 µM), for the others: top-dose activity change, negative = inhibition, usual class: inhibitors; 360,000 tested, 0.72% active; AID 1745845; note: potency is the fitted concentration of half-maximal effect; % is set by controls: 0 for no effect and ±100 for the full control effect; nearly all actives have a fitted effect of over 55% in size
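qHTS (up to 57 uM final) was run with 24 h compound exposure of reporter cells at 37 °C. Each well was multiplexed: SteadyGlo luminescence measured ATXN2-luciferase expression after a fluorogenic Gly-Phe-AFC viability readout (25 uM final).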
KB-3-1 tox: KB-3-1 parental cell cytotoxicity | KB-3-1 viability, CellTiter-Glo ATP luminescence, 72 h | 400,000 tested, 1.4% active | Potency, µM (series often up to 46.1 µM), for inactives: at the top dose activity change, negative = cytotoxic, most hits filed as cytotoxic | AID 1347075; note: potency is the fitted concentration of half-maximal effect; % is set by controls: 0 for no effect and ±100 for the full control effect; nearly all actives have a fitted effect of over 60% in size
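Parental KB-3-1 viability, qHTS format: 72 h compound exposure, 37 °C; CellTiter-Glo; media-only wells and DMSO plates as controls; concentration-effect fits on corrected data.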
ATXN viability: cell viability loss in ATXN counter-screen. S2 cells (HEK-293 line with an ATXN2-luciferase reporter) viability, CellTiter-Fluor protease fluorescence, 24 h. Potency, µM (doses to about 56.7 µM), actives largely listed as cytotoxic. 400,000 tested, 0.49% active. AID 651635; note: potency is the fitted concentration of half-maximal effect; nearly all actives have a fitted effect of over 40% in size
KB-V1 MDR tox: KB-V1 MDR subline cytotoxicity; 400,000 tested, 3.4% active; KB-V1 MDR cells viability, CellTiter-Glo, 72 h; Potency, µM (top dose mostly 46.1 µM), inactives show at the top dose activity change, negative = cytotoxicity, hits mostly cytotoxic; note: potency is the fitted concentration of half-maximal effect; % is set by controls: 0 for no effect and ±100 for the full control effect; nearly all actives have a fitted effect of over 60% in size
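Readout: CellTiter-Glo luminescence, 10 min after addition. Cells: KB-V1 MDR subline, 72 h at 37 degrees C with compound. Analysis: corrected, normalized data fitted to concentration-effect curves.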
MCF10A rerep: induces DNA re-replication in MCF 10a normal breast cells; MCF 10A DNA re-replication, Hoechst nuclear intensity, 48 h; Potency, µM (titrated, usually from 46.1 µM), for inactives: at the top dose activity, positive = re-replication, usual class: activators; 350,000 tested, 2.9% active; AID 624296; note: potency is the fitted concentration of half-maximal effect; % of control where 0% means no effect; nearly all actives have a fitted effect of over 50% in size
IL-1B inflam inh: inhibitors of inflammasome signaling (IL-1 beta secretion). 360,000 tested, 4.7% active. activity change, % at 57.5 µM. THP-1 LPS/ATP IL-1B secretion, AlphaLISA, 16 h; stronger effect = lower value; in the data active = activity change below about -50%; inconclusive = mostly about -30% to -49%; note: % is set by controls: 0 for no effect and ±100 for the full control effect
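THP-1 cells pretreated 1 hr with compounds (up to 57.5 uM final), then stimulated with LPS (250 ng/mL final) plus ATP (1.25 mM final); secreted IL-1B measured by AlphaLISA after 16 hr, decreased signal indicating inhibition.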
HT1080 IDH1KD tx: toxicity to HT-1080 IDH1 knockdown cells (counter line). HT-1080 IDH1 knockdown viability, ATP luminescence, 48 h. Potency, µM (highest dose often 46.1 µM), without a hit: top-dose activity, negative = toxicity, hits mostly cytotoxic. 360,000 tested, 2% active;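 note: potency is the fitted concentration of half-maximal effect; 0% = DMSO wells and -100% = cell-free medium wells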
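Luminescent ATP read-out (CellTiter-Glo, 10 min at room temperature) after 48 h compound exposure at 37 °C gave viability of IDH1-knockdown HT-1080 cells. Activity was normalised to DMSO and cell-free wells, then fitted as concentration-response curves.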
HT1080-NT tox: kills 2HG-producing HT-1080-NT fibrosarcoma cells. HT-1080-NT fibrosarcoma viability, CellTiter-Glo ATP luminescence, 48 h. Potency, µM (doses to about 46.1 µM), inactives show at the top dose activity, negative = less viability, usual class: cytotoxic. 360,000 tested, 1.6% active. AID 686970;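 note: NT is the 2HG producing partner of a matched IDH1 knockdown line; potency is the fitted concentration of half-maximal effect; 0% = DMSO-treated cells and -100% = media-only wells without cells; nearly all actives have a fitted effect of over 55% in size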
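Toxicity toward the 2HG-producing NT line was scored as %Activity, normalised to DMSO and no-cell wells, from CellTiter-Glo luminescence after 48 hours' treatment.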
SW480 rerep: DNA re-replication induction in SW480 cells; SW480 DNA re-replication, Hoechst DNA content imaging, 48 h; Potency, µM (doses to about 46.1 µM), for the others: top-dose re-replication activation, actives largely listed as activators; 340,000 tested, 1.8% active; AID 624297; note: potency is the fitted concentration of half-maximal effect; % of control where 0% means no effect; nearly all actives have a fitted effect of over 55% in size
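Compounds, transferred as 23 nL by pin tool, were incubated with cells for 48 hr; DNA content per nucleus was then quantified by Hoechst staining and fluorescence plate imaging.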
* hit, by the source's call; i = inactive; u = inconclusive; x = no result given; [ ] = another dose, or the depositor's remark. Unless noted, calls come from the whole dose curve; as a rule, active = well fitted curve in the direction sought with a large enough effect; inconclusive = small, poorly fitted or top-dose-only effect, or another doubt; inactive = no such curve, though single readings can be large; an effect the other way counts as inactive or inconclusive.

SMILES	ATXN2 expr inh	KB-3-1 tox	ATXN viability	KB-V1 MDR tox	MCF10A rerep	IL-1B inflam inh	HT1080 IDH1KD tx	HT1080-NT tox	SW480 rerep
COc1ccc(Nc2ncnc3sccc23)cc1OC	5%	-6%	i	-5%	1%	-4	-1%	4%	-2%
S=c1[nH]nc(CCc2ccccc2)n1-c1ccc(Cl)cc1	-5%	-5%	i	13%	6%	22	-18%	-10%	1%
COc1ccccc1CN1CC(C(=O)N2CCOCC2)CCC1=O (centres undefined)	6%	-4%	i	8%	3%	-2	8%	-2%	1%
O=C(O)CC(NC(=O)C12CC3CC(CC(C3)C1)C2)c1ccc(F)cc1 (centres undefined)	-11%	-2%	i	5%	-2%	29	0%	1%	-16%
CN1OC[C@@H]2C(=O)N3CCc4c([nH]c5ccccc45)[C@@H]3C[C@@H]21	9%	-16%	i	-12%	x	32	-1%	-4%	x
COC(=O)Cc1c(O)ccn(CCc2ccc(S(N)(=O)=O)cc2)c1=O	x	-6%	i	-6%	1%	11	0%	-2%	-8%
CC(C)OC(=O)N(C)C[C@@H]1OCc2cnnn2CCCC(=O)N([C@@H](C)CO)C[C@@H]1C	5%	6%	i	-10%	x	3	6%	4%	x
CCC(=O)N1CCN(c2cc(N3CCN(C)CC3)c(F)cc2[N+](=O)[O-])CC1	-7%	1%	i	-1%	u	-3	4%	0%	0%
O=C1CC(SCCc2nc3ccccc3[nH]2)C(=O)N1c1ccc(Cl)cc1 (centres undefined)	-1%	10%	i	24%	-6%	23	6%	0%	-5%
O=c1c2[nH]c3ccccc3c2nc(SCc2ccccc2F)n1-c1ccc(F)cc1	2%	12%	i	-11%	x	x	x	x	x
CN=C1SC(CC(=O)Nc2ccccc2F)C(=O)N1/N=C/c1ccc(O)c(OC)c1 (centres undefined)	x	-18%	i	-24%	u	9	u	u	-5%
COc1cc(F)cc(-c2ccc3c(c2)c(-c2cccs2)c(-c2cc(OC)cc(OC)c2)n3C)c1	6%	-7%	i	-8%	u	2	-4%	-17%	-3%
CC(=O)C1C(c2ccc(O)cc2)NC(=O)NC1(O)C(F)(F)F (centres undefined)	9%	25%	i	u	-1%	6	13%	21%	-16%
CCOC(=O)N1CCN(Cc2nc(-c3ccccc3)no2)CC1	17%	14%	i	-17%	5%	30	0%	-2%	-6%
CSc1nc2ccccc2n1CC(=O)Nc1ccc(C)c(C)c1	6%	-23%	i	-18%	29%	-8	0%	-2%	2%

Complete entries, quoted from the list. Values in the order: ATXN2 expr inh | KB-3-1 tox | ATXN viability | KB-V1 MDR tox | MCF10A rerep | IL-1B inflam inh | HT1080 IDH1KD tx | HT1080-NT tox | SW480 rerep
COc1ccc(Nc2ncnc3sccc23)cc1OC is listed with 5% | -6% | i | -5% | 1% | -4 | -1% | 4% | -2%
O=c1c2[nH]c3ccccc3c2nc(SCc2ccccc2F)n1-c1ccc(F)cc1 is listed with 2% | 12% | i | -11% | x | x | x | x | x
CN1OC[C@@H]2C(=O)N3CCc4c([nH]c5ccccc45)[C@@H]3C[C@@H]21 is listed with 9% | -16% | i | -12% | x | 32 | -1% | -4% | x
COc1cc(F)cc(-c2ccc3c(c2)c(-c2cccs2)c(-c2cc(OC)cc(OC)c2)n3C)c1 is listed with 6% | -7% | i | -8% | u | 2 | -4% | -17% | -3%
CCC(=O)N1CCN(c2cc(N3CCN(C)CC3)c(F)cc2[N+](=O)[O-])CC1 is listed with -7% | 1% | i | -1% | u | -3 | 4% | 0% | 0%

Next section.
SMILES	ATXN2 expr inh	KB-3-1 tox	ATXN viability	KB-V1 MDR tox	MCF10A rerep	IL-1B inflam inh	HT1080 IDH1KD tx	HT1080-NT tox	SW480 rerep
COc1ccc(N2CCN(C(=O)CN3c4cccc5cccc(c45)S3(=O)=O)CC2)cc1	-11%	-16%	i	u	1%	u	-11%	0%[9.24 µM]	-24%
CCCc1[nH]n(-c2nc3ccccc3s2)c(=O)c1C=NCCCOC	11%	-7%	i	-11%	-1%	u	4%	12%	3%
O=C1/C(=C\c2cccs2)Sc2ccc3ccccc3c21	74%[activator][11.3 µM]	-1%	i	u	-5%	21	-5%	-3%	-1%
COc1cc(NC(=O)c2ccc(-c3cnn(C)c3)c3ccoc23)cc(OC)c1OC	-3%	0%	i	-5%	x	0	-3%	-13%	x
COCCSc1ccccc1C(=O)NCc1ccco1	-9%	-18%	i	-8%	8%	52	-4%	0%	-9%
COc1ccc(N(CC(=O)NC(C)C)S(=O)(=O)c2ccc(NC(C)=O)cc2)cc1	-9%	15%	i	0%	-6%	9	0%	u	7%
Cc1cc(C)cc(N(CC(=O)NCc2ccco2)C(=O)CCC(=O)Nc2ccccn2)c1	-29%	-3%	i	-24%	2%	0	-3%	-9%	1%
Cc1nnc(NC(=O)CSCc2cc(=O)c3ccccc3[nH]2)s1	5%	-2%	i	11%	x	x	x	x	x
Cc1ccc(C(=O)COC(=O)c2nc(Cl)ccc2Cl)cc1	8%	u	i	4%	-17%	24	4%	7%	-1%
CCN(CC)S(=O)(=O)c1ccc(C(=O)OCC(=O)Nc2ccc(-c3nc4ccc(C)cc4s3)cc2)cc1	-23%	-29%	i	-17%	4%	2	12%	10%	-7%
COc1cc(C(=O)N/N=C/c2cccc(Oc3ccccc3)c2)ccc1O	2%	4%	i	-6%	7%	-21	-22%	-20%	-7%
C=CCn1c(=O)[nH]c2cc(C(=O)N3CCN(c4cc(C)ccc4C)CC3)ccc2c1=O	-22%	1%	i	0%	1%	18	-16%	-28%	u
COc1ccc(S(=O)(=O)N2CCCCCC2)cc1C(=O)N1CCN(c2ccccc2O)CC1	-4%	2%	i	u	-1%	-7	8%	10%	4%
COc1ccccc1C(NC(=O)C1CCN(CCOc2ccc(Cl)cc2)CC1)c1ccccn1 (centres undefined)	-22%	0%	u	1%	x	x	u	u	x
CC(=O)Nc1ccc2nc(-c3ccc(Br)o3)[nH]c2c1	39%[activator]	u	i	-16%	1%	u	-6%	0%	0%
Cc1ccc(C(=O)NC(=S)NNC(=O)COc2ccccc2C)cc1	-24%	u	i	-26%	7%	1	-16%	-11%	-10%
CCCCC(=O)Nc1nc(-c2ccc(S(=O)(=O)N3CCOCC3)cc2)cs1	-27%	x	u	x	u	-6	-25%	u	10%
O=[N+]([O-])c1ccc(O)c(/C=N/Nc2ccc(Cl)nn2)c1	u	u	u	-18%	0.73µM*	58	0.21µM*	u	u
COc1ccc(C(=O)NC(=S)N2CCN(c3ccccc3O)CC2)cc1	1%	3%	u	21µM*	-5%	-26	-3%	-1%	3%
O=C(Cn1cccc1C(=O)c1ccccc1)NCc1ccccn1	-1%	7%	i	5%	-2%	25	12%	16%	-1%
Nc1ccccc1N=Nc1ccccc1N	54%[activator]	-4%	u	u	-32%[inhibitor]	-6	u	-17%	-26%[9.22 µM]
C/C(N)=C(/C#N)C(=O)COC(=O)[C@@H](NC(=O)c1ccccc1Cl)C(C)C	5%	5%	i	3%	2.1µM*	45	3%	-2%	-56%[inhibitor]
O=C(Nc1ccc(N2CCOCC2)cc1)c1cccc(-n2cnnc2)c1	8%	-1%	i	-2%	u	i	-3%	-2%	-7%
C/C=C\C=C\C(=O)Nc1cccc(C2=NOC3(C2)C[C@@H](C(N)=O)N(C(=O)C(c2ccccc2)c2ccccc2)C3)c1 (some centres undefined)	-21%	u	i	u	u	u	-1%	-4%	0%
CN1/C(=C/C2CC(=O)N(c3ccc([N+](=O)[O-])cc3)C2=O)C(C)(C)c2ccccc21 (centres undefined)	-15%	4%	i	u	17%	-1	-27%	-4%	-3%
O=S(=O)(c1cccs1)N1CCN(c2ccccc2)CC1	-5%	-3%	i	-4%	-13%	-28	-8%	10%	-31%
CC12CN3CC(c4ccccc4)(CN(C1)C3c1ccc(O)cc1)C2=O (centres undefined)	-20%	4%	i	u	x	x	x	x	x
CCN(CC(=O)NCc1ccc(Cl)cc1)CC(=O)NC1(C#N)CCCC1	-5%	0%	i	14%	1%	6	18%	5%	0%
CC(C)[C@H](NS(=O)(=O)c1ccccc1)C(=O)OCC(=O)NC(=O)NC1CCCCC1	2%	-8%	i	u	-15%	3	0%	-17%	-4%
COc1ccccc1N1CC(C(=O)OCC(=O)c2ccc(F)cc2)CC1=O (centres undefined)	2%	8%	i	-7%	-1%	15	-1%	1%	-4%
O=C(COC(=O)c1cc(Cl)ccc1O)NC(=O)NCc1ccccc1	1%	-1%	i	1%	2%	-6	6%	0%[9.24 µM]	-6%
CCCCn1c(CCl)nc2cc(S(=O)(=O)N3CCOCC3)ccc21	u	u	u	u	u	x	u	-10%	13µM*
Cc1ccc(-c2cc(C(=O)Nc3c(C)n(C)n(-c4ccccc4)c3=O)no2)cc1	-1%	-1%	i	25%	-4%	32	3%	14%	-2%
COc1cccc(NC(=O)CCc2nnc3ccc(N4CCN(c5cccc(OC)c5)CC4)nn23)c1	1%	4%	i	u	u	33	13%	2%	19%
CCOC(=O)c1c(C)[nH]c(C(C)=O)c1C	2%	u	i	u	3%	28	0%	3%	-15%
O=C1OCCN1C(=O)[C@H]1[C@H](c2ccccc2)C(c2cccc(Cl)c2)=NN1c1ccccc1	-2%	-3%	x	-3%	u	5	-15%	-13%	18µM*
CCC1(C)Cc2c(c(=O)n(-c3ccccc3)c3ncnc(N)c23)CO1 (centres undefined)	-2%	8%	i	1%	0%	5	10%	21%	1%
O=C(CCNS(=O)(=O)c1ccc(Br)cc1)NCCCSc1ccccc1	-21%	u	i	u	3%	0	-11%	-1%	-11%
Cc1nc2ccn(Cc3cccnc3)c(=O)c2cc1C(=O)N1CCN(c2ccc(F)cc2)CC1	0%	-5%	i	0%	x	x	x	x	x
O=C(c1ccco1)N1CCN(c2ccc(N3CCCCC3)nn2)CC1	35%	2%	i	3%	2%	4	15%	13%	-3%
O=C(O)CCCN1C(=O)/C(=C\c2ccccc2OCc2ccccc2)SC1=S	-8%	9%	i	2%	u	1	-1%	-2%	-3%
O=C(COC(=O)CSCc1ccccc1)NCc1ccccc1	7%	-4%	i	u	0%	34	9%	-16%	-73%[inhibitor]
